Assay outcomes (PubChem)
esBAF inh: inhibitors of esBAF chromatin remodeling in mouse ES cells; Bmi1-luciferase knock-in reporter, 24 h; 100% = twice the neutral-well signal; 350,000 compounds, 2% hits; reporter increase, % at 12.5 µM; in the data active = activation above about 40%; inconclusive = no clear call, values can overlap the other calls;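 note: 0% = median of the plate's neutral control wells and 100% = double that signal; a rise in the Bmi1 reporter signal indicates esBAF inhibition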
RAD54 branch: inhibitors of human RAD54 branch migration. Q92698. RAD54 Holliday junction branch migration, FAM/BHQ fluorescence. inhibition, % at 10.4 µM. 360,000 compounds, 0.14% hits. AID 602329;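 active = mean normalized replicate activity at least 40 and at least half of replicates scoring 40 or more; inconclusive = only one of the two criteria met; inactive = mean below 40 and under half of replicates reaching 40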;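 note: 0% = median of neutral control wells and 100% = median of positive control wells; inhibitors cause a drop in the FAM fluorescence signal; in these data hits start at about 50%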
Target sequence (Q92698 whole entry, looked up): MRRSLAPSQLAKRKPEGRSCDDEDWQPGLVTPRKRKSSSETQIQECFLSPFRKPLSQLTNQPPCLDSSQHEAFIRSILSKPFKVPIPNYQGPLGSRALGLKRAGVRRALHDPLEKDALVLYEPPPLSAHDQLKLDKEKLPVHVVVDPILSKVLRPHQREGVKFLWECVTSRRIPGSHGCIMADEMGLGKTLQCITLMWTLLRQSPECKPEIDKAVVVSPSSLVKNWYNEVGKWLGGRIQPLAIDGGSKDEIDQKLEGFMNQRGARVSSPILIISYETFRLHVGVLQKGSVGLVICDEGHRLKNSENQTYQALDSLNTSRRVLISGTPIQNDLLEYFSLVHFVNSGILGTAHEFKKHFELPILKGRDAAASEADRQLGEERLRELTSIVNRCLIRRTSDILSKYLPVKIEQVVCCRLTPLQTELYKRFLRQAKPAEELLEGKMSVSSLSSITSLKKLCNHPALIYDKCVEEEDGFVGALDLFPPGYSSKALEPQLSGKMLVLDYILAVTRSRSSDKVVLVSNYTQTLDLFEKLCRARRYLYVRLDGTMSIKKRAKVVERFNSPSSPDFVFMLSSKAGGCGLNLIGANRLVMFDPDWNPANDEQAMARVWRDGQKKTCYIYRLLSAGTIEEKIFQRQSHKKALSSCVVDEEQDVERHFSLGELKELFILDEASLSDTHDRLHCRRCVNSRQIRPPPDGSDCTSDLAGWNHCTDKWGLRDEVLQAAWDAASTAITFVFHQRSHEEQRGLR
Starred values were filed as active, the others as inactive; ? = inconclusive. A portion of the library. The share of hits here may be higher or lower than overall.

Each structure is followed by: esBAF inh	RAD54 branch
1	COc1cc(CNCc2ccncc2)cc(Br)c1OCc1ccccc1F
    -31	-5
2	O=C(Cc1ccccc1)Nc1cccc(-c2nnc(-c3ccco3)o2)c1
    29	3
3	O=C(Cn1cnc2c(cnn2-c2ccc(F)cc2)c1=O)NCC1CCCO1 (centres undefined)
    9	-6
4	CCC(Sc1nc(C)cc(C)n1)C(=O)Nc1ccc(Cl)cn1 (centres undefined)
    14	5
5	CCCCOc1cccc(-c2nnc(N)s2)c1
    10	0
6	CC(C)CCNC(=O)C(c1ccco1)N(Cc1ccc(F)cc1)C(=O)c1snc(C(N)=O)c1N (centres undefined)
    1	-6
7	Cc1ccc(C)c2nc(SCC(=O)NCc3cccs3)c(C#N)cc12
    -8	-4
8	CCCOc1ccc(-c2nnc(-c3cccs3)o2)cc1
    -35	-2
9	CCCS(=O)(=O)N1CCCC(C(=O)N2CCN(c3ccccn3)CC2)C1 (centres undefined)
    -9	10
10	COC(=O)c1c(N)c(C#N)c2n1CCCCC2
    -3	2
11	CCCCCc1nc2ccccc2c(=O)n1N
    2	-1
12	C/C(=C\C(=O)c1ccc(C)cc1)Nc1cccc(O)c1
    72*	-1
13	CS(=O)(=O)N(Cc1ccccc1)c1ccccc1C(=O)O
    -5	-5
14	O=C1CCCc2nn(-c3ccccc3)c(-c3ccncc3)c21
    3	-2
15	Cc1ccc(C(=O)NC(=S)Nc2cccc3nsnc23)cc1
    63*	3
16	CCOC(=O)c1[nH]c2ccccc2c1NC(=O)c1cc(OC)c(OC)c(OC)c1
    -4	2
17	O/N=C1\CCc2cc(Cl)ccc21
    2	-2
18	CSc1cccc(-n2cc(-c3ccc4c(c3)OCO4)[nH]c2=O)c1
    45*	7
19	C=CCN1C(=O)CS/C1=C(\C#N)S(=O)(=O)c1ccc(C)cc1
    -5	-2
20	O=C(Nc1ccccc1C1CC1)c1cccs1
    -3	-4
21	O=C(Nc1ccc2c(c1)OCO2)C1CCN(S(=O)(=O)Cc2ccccc2)CC1
    9	-1
22	Cc1cc(C)nc(SCC2COc3ccccc3O2)n1 (centres undefined)
    ?	-3
23	CC(C)(CNCC(O)c1ccccc1)N1CCOCC1 (centres undefined)
    1	4
24	Cc1ccc(N2CC(C(=O)OCc3ccccc3)CC2=O)cc1 (centres undefined)
    -2	-4
25	CCc1nc(C)cn1S(=O)(=O)c1cc(Br)c(C)cc1OC
    -10	1
26	Cc1ccc(N(C(=O)C(F)(F)F)C(C(=O)NC2CCCCC2)c2cccs2)cc1C (centres undefined)
    -2	2
27	COc1ccc(CNC(=O)c2ccccc2SC)cc1
    -3	3
28	COC(=O)c1cc(CSc2nnc(-c3ccccc3)c(-c3ccccc3)n2)oc1C
    -37	-9
29	Cc1cccc(N(Cc2cc3ccccc3[nH]c2=O)C(=O)c2ccco2)c1C
    -4	7
30	O=C(COC(=O)c1ccccc1S(=O)(=O)N1CCCCC1)NCC(F)(F)F
    4	-5
31	CC1CCc2c(sc3c2C2=NS(=O)(=O)CCN2C=N3)C1 (centres undefined)
    -12	?
32	C=C(C)C(=O)Nc1cccc(C2=NOC3(C2)C[C@@H](C(N)=O)N(C(=O)c2ccc(OC)cc2)C3)c1 (some centres undefined)
    -1	7
33	CCOC(=O)[C@@H]1[C@H]2COc3cc(OC)ccc3[C@H]2N2C(=O)N(c3ccc(F)cc3)C(=O)[C@]12C
    -1	-4
34	O=C(O)C1CC=C(Cl)CC1C(=O)NCC1OCCc2ccccc21 (centres undefined)
    -5	-5
35	Cc1cc(C)nc(SCC(=O)c2cc3ccccc3oc2=O)n1
    12	5
36	COc1ccc(/C=C2\SC(c3ccc(C)cc3)=NC2=O)cc1OC
    -7	-8
37	Nc1c2c(nc3ccc(Br)cc13)N(c1ccccc1)CC2
    16	-1
38	CC(NC(=O)Cn1nc(C(=O)O)c2ccccc2c1=O)c1ccccc1 (centres undefined)
    -2	1
39	O=C(CSc1nc2ccccc2n1CC(=O)NCc1ccccc1)NCc1ccco1
    -3	5
40	CCOC(=O)COc1ccc(/C=C2/SC(=Nc3ccccc3)N(Cc3cccnc3)C2=O)cc1OC
    -1	-6
41	O=S(=O)(c1ccc(Cl)s1)N1CCc2ccccc2C1
    -1	-19
42	O=C(CSCc1ccccc1)Nc1cccc(C(=O)Nc2ccc(C(=O)O)cc2)c1
    -10	-4
43	Cc1nc(NC2CCCC2)sc1C(=O)N(C)C
    13	1
44	O=C(NC(NC(=S)Nc1ccccc1Cl)C(Cl)(Cl)Cl)c1cccc(Cl)c1 (centres undefined)
    21	5
45	Cc1ccc2[nH]c(=O)c(COC(=O)C3CCCO3)cc2c1 (centres undefined)
    -2	2
46	CC(=O)CC1(O)C(=O)N(CN2CCN(c3ccccc3)CC2)c2ccccc21 (centres undefined)
    -5	-12
47	Cc1nnc(SCC(=O)Nc2cccc(C(F)(F)F)c2)[nH]c1=O
    -3	2
48	COc1nc(C)nc2c1sc1nc3c(cc12)COC(C)(C)C3
    26	2
49	CCOc1ccccc1N1CCN(C(=O)c2cc3c(s2)CCC3)CC1
    5	10
50	O=C(OCCN1C(=O)c2ccccc2C1=O)c1cc(=O)[nH]c2ccccc12
    11	-8

The list goes on.
Each structure is followed by: esBAF inh	RAD54 branch
51	O=C(CCCSc1nc2ccccc2[nH]1)NC1=NCCS1
    -10	1
52	Cc1cccc2cc(COC(=O)c3ccccc3)c(=O)[nH]c12
    0	-7
53	CCn1nc(NC(=O)c2ccccn2)c2cc3cc(C)ccc3nc21
    16	-4
54	O=C(Nc1ccccc1)N(Cc1ccccc1)CC(O)C(F)(F)F (centres undefined)
    12	-3
55	N#Cc1c(Nc2ccccc2)c(C=NCCN2CCOCC2)c[nH]c1=O
    0	-3
56	CCOc1ccc(NC(=O)c2ccc(C#CC(C)(C)O)cc2)cc1
    7	-6
57	Cc1nc2ccccn2c1-c1nnco1
    -7	5
58	c1ccc(-c2cc(-c3nnc4sc(-c5ccccn5)nn34)[nH]n2)cc1
    -4	10
59	CN(C)/C=N/C(=S)Nc1ccccc1F
    10	5
60	CCOC(=O)c1cc2n(n1)C(C(F)(F)C(F)(F)F)CC(C)N2 (centres undefined)
    -10	2
61	COCCSc1nc2sc3c(c2c(=O)n1-c1ccccc1)CCN(C)C3
    -8	24
62	O=C(N/N=C/c1ccncc1)c1cc2c(ccc3ccccc32)o1
    3	28
63	O=C(COC(=O)C1CCC1)Nc1ccc(OC(F)F)cc1
    -8	2
64	Cc1nc(NS(=O)(=O)c2ccc(Br)cc2)c2c3c(sc2n1)CCC3
    -1	-7
65	COc1ccc(S(=O)(=O)NCCSc2ccc(C)cc2)cc1OC
    -11	-3
66	CCC(C)C(NC(=O)c1ccccc1NC(=O)c1ccc(OC)cc1)C(=O)NCc1ccco1 (centres undefined)
    6	13
67	O=C(O)CC(NCc1ccco1)C(=O)OCCc1ccccc1 (centres undefined)
    -1	6
68	CC(=O)OC(/C(O)=C(\C#N)c1nc2ccccc2[nH]1)c1ccccc1 (centres undefined)
    2	-2
69	CCCC(C)NC(=O)c1nc(-c2ccccc2)n(-c2ccccc2)n1 (centres undefined)
    -5	-7
70	O=C(O)C1Cc2ccccc2CN1C(=O)c1ccccc1 (centres undefined)
    -3	-14
71	CC(CS(=O)(=O)c1cccc2cccnc12)N1CCCCC1 (centres undefined)
    0	-18
72	Cc1ccc(S(=O)(=O)N(CC(=O)N/N=C/c2cccc(C)c2)c2cccc3cccnc23)cc1
    4	-7
73	CC(=O)Nc1ccc(S(=O)(=O)/N=C2\SCCN2S(=O)(=O)c2ccc(NC(C)=O)cc2)cc1
    -10	5
74	COC(=O)c1ccccc1NC(=O)Cn1cnc2ccc(S(=O)(=O)N3CCC(C)CC3)cc2c1=O
    11	0
75	O=C(CSCc1cnn(-c2ccccc2)c1-n1cccc1)NCCN1CCOCC1
    -5	-2
76	Cc1ccc(NC(=O)c2cc(Cl)nc3ccccc23)cc1
    -3	-3
77	Cc1ccc(CSCC2Nc3ccc(C(=O)N4CCN(c5ccc(F)cc5)CC4)cc3NC2=O)cc1 (centres undefined)
    -1	3
78	Cc1cc(C)n(Cc2ccc(Cl)cc2Cl)c(=O)c1S(=O)(=O)c1ccccc1
    -6	0
79	Cc1ccc(CNC(=O)C2CCCN(S(=O)(=O)c3cccnc3)C2)cc1 (centres undefined)
    -1	-7
80	CCCCN(CCCC)c1cc(C)nc(-c2ccccc2O)n1
    5	-5

Arranged by length of the SMILES (smallest number first): part of the list above.
Each structure is followed by: esBAF inh	RAD54 branch
80	CCCCN(CCCC)c1cc(C)nc(-c2ccccc2O)n1
    5	-5
71	CC(CS(=O)(=O)c1cccc2cccnc12)N1CCCCC1 (centres undefined)
    0	-18
78	Cc1cc(C)n(Cc2ccc(Cl)cc2Cl)c(=O)c1S(=O)(=O)c1ccccc1
    -6	0

(list continues)
Each structure is followed by: esBAF inh	RAD54 branch
81	COCCNCCOCCOc1cccc(OC)c1
    2	-3
82	Cc1cc(=O)[nH]c(COc2ccccc2)n1
    8	8
83	N#CC12CCCCC1CC1CCCCC1(C#N)N2Cc1cccnc1 (centres undefined)
    -5	-7
84	CNCc1cc2ccc(C)cc2[nH]c1=O
    -4	2
85	c1cc(C(c2nnnn2C2CCCCC2)N2CCN3CCCC3C2)ccn1 (centres undefined)
    -8	1
86	COc1cc(-c2nnc3sc(C4CCCCC4)nn23)cc(OC)c1OC
    -17	-1
87	Cc1nnc(Nc2ccc3c(c2)OCO3)c2ccccc12
    9	7
88	CCc1ccc2c(CN3CCc4ccccc43)cc(=O)oc2c1
    5	0
89	COCCNC(=O)C1CC(=O)N(C2CCCC2)C1 (centres undefined)
    -3	-4
90	Cc1noc(C)c1COC(=O)c1ccc(-c2nc3ccccc3s2)s1
    65*	-8
91	COc1ccccc1C(=O)Nc1cc(Cl)ccc1O
    10	-4
92	Cc1cc(OCC(O)CN2CCN(CCO)CC2)ccc1C(C)C (centres undefined)
    -5	1
93	CC(C)CNC(=O)C1CC(=O)OC12CCCCC2 (centres undefined)
    -6	-2
94	Cc1ccc(-c2cc(C(F)F)n3ncc(C(=O)NCc4ccco4)c3n2)cc1
    -16	-1
95	COc1ccc(CCN2C(=O)CC(N3CCN(S(=O)(=O)c4ccccc4)CC3)C2=O)cc1 (centres undefined)
    4	-12
96	O=S(=O)(NC1CCCCC1N1CCN(c2cccc(Cl)c2)CC1)c1ccccc1 (centres undefined)
    -5	6
97	COc1ccc(C(CNC(=O)c2oc3cc(C)c(Cl)cc3c2C)N2CCCCC2)cc1 (centres undefined)
    2	-16
98	CC1=C(C)[N+](=O)C2(O)CCCCC2(C)N1[O-] (centres undefined)
    -11	-3
99	Cc1ccccc1NC(=O)Nc1cccs1
    19	-3
100	C=CCn1c(SCCCCCC)nc(O)cc1=O
    0	-4
101	Cc1cccc(N2CCN(C3CCCCC3NS(=O)(=O)c3ccccc3)CC2C)c1 (centres undefined)
    -2	6
102	O=C(Nc1ccc(N2CCOCC2)c(Cl)c1)c1c(F)c(F)c(F)c(F)c1F
    -15	-33
103	COc1ccccc1-c1ccc(NC2CCCC2)nn1
    63*	5
104	Cc1ccc(C2CC(=O)NC(SCC(=O)OCc3ccccc3)=C2C#N)o1 (centres undefined)
    -15	3
105	O=c1oc2cc(O)ccc2cc1-c1ccc(F)cc1
    47*	-8
106	Cc1ccc(-c2cc(=O)[nH]c3ccccc23)cc1
    9	10
107	Nc1[nH]ncc1N=Nc1ccc(Cl)cc1
    47*	10
108	NC(=O)CCc1c[nH]c2ccccc12
    -1	-6
109	C#CCOC(=O)c1ccccc1C(=O)OCC#C
    -2	4
110	COc1cc(C2c3c(-c4cc(Cl)c(C)cc4O)n[nH]c3C(=O)N2Cc2cccnc2)ccc1O (centres undefined)
    -10	-4

Complete entries as entered above. Values in the order: esBAF inh	RAD54 branch
O=c1oc2cc(O)ccc2cc1-c1ccc(F)cc1 as listed: 47*	-8
COc1cc(C2c3c(-c4cc(Cl)c(C)cc4O)n[nH]c3C(=O)N2Cc2cccnc2)ccc1O (centres undefined) as listed: -10	-4
Cc1cccc(N2CCN(C3CCCCC3NS(=O)(=O)c3ccccc3)CC2C)c1 (centres undefined) as listed: -2	6
NC(=O)CCc1c[nH]c2ccccc12 as listed: -1	-6
Nc1[nH]ncc1N=Nc1ccc(Cl)cc1 as listed: 47*	10

(listing goes on)
Each structure is followed by: esBAF inh	RAD54 branch
111	C/C=C(\C)c1nnc(NC(=O)C(C)C)s1
    5	0
112	COc1ccc(NS(=O)(=O)c2cc(C)ccc2NC(=O)c2cc(C)oc2C)cc1
    -11	-2
113	CN(CCO)c1ccc([N+](=O)[O-])cc1C(=O)O
    -16	-6
114	CNC(=O)/C=C1\NC(C)(C)Cc2c1ccc1ccccc21
    -8	-8
115	CC(C)c1ccc(/C=N/NC(=O)CN(c2cccc(Cl)c2Cl)S(C)(=O)=O)cc1
    -8	-7
116	O=C1C(c2ccc(F)cc2)N(Cc2ccc3c(c2)OCO3)C(=O)CN1C1CCCCCC1 (centres undefined)
    1	-10
117	CC(C)OC(=O)CN1CCN(C2c3ccccc3-c3ccccc32)CC1
    6	2
118	COC(=O)c1ccc(Cl)c(NC(=O)NC2CCCCC2)c1
    -5	0
119	O=C(Nc1ccc(-c2noc(CCc3ccccc3)n2)cc1)c1ccco1
    -8	0
120	COc1cc(S(=O)(=O)N2CCC(C(N)=O)CC2)c(C)cc1C
    -3	3
121	COCCOC(=O)C1=C(C)OC(N)=C(C#N)C1c1ccc2c(c1)OCO2 (centres undefined)
    -6	15
122	COc1ccc(S(=O)(=O)N2CCN(C(=O)NC3CCCCC3)CC2)cc1OC
    1	-3
123	O=C(c1cccs1)N1CCN(S(=O)(=O)N2CCCCC2)CC1
    2	4
124	O=S(=O)(c1ccc2c(c1)N(Cc1ccc(Cl)cc1)C1CCCN21)N1CCOCC1 (centres undefined)
    2	-3
125	CC(C)Oc1ccc(C(CC(=O)O)NC(=O)c2cccs2)cc1 (centres undefined)
    -4	-2
126	CCC(C)NC(=O)Cn1nc(C(F)(F)F)c2c1CCCC2 (centres undefined)
    2	-7
127	Cc1ccccc1Cn1nnc(-c2ccc3c(c2)OCO3)n1
    51*	-3
